Compound activity deposited in PubChem by National Center for Advancing Translational Sciences (NCATS).
Rab9 promoter act: qHTS Assay for Rab9 Promoter Activators | Huh7 Rab9 promoter-luciferase reporter, luminescence, 24 h | Potency, µM (doses to about 9.22 µM), inactives show at the top dose activation, negative = inhibition, usual class: activators | actives 2.8% (n = 320,000); note: % of control where 0% means no effect; nearly all actives have a fitted effect of over 60% in size
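Luminescence from Amplite-detected luciferase (10 minutes, ambient) reports Rab9 promoter activation. Before that, stable Rab9-luciferase Huh7 cells (1500/well, reduced-serum OP-MEM I plus 10% FBS) were exposed to compound for 24 hours at 37C.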
p53 reactivation: qHTS assay for re-activators of p53 using a Luc reporter; H1299 p53-A138V BP100-luciferase reporter, luminescence, 24 h; Potency, µM (titrated, usually from 92.2 µM), inactives show top-dose activity change, positive = activation, most hits filed as activators; actives 0.063% (n = 320,000); note: % of control where 0% means no effect; nearly all actives have a fitted effect of over 45% in size
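p53-null H1299 cells stably carrying temperature-sensitive p53-A138V and a BP100-luciferase reporter were pinned with compounds (4-point, 1:5 series) and held 24 hrs at 37 deg C. Luminescence was read 10 min after detection reagent.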
uPA generation: qHTS for Inhibitors of Cell Surface uPA Generation | cell surface uPA generation assay, qHTS | Potency, µM (doses to about 38.3 µM), without a hit: at the top dose activity change, negative = inhibition, most hits filed as inhibitors | actives 0.31% (n = 330,000) | AID 540303, 2011; active = well fitted inhibition curve with a large enough effect; inconclusive = small, poorly fitted or top-dose-only effect; inactive = no such curve, though single readings can be large or run the other way; tested in mouse RAW 264.7 cells; note: % is set by controls: 0 for no effect and ±100 for the full control effect; nearly all actives have a fitted effect of over 55% in size
Gal4-VP16 FLuc: VP16 counterscreen qHTS for inhibitors of ROR gamma transcriptional activity. Potency, µM (top dose mostly 53.6 µM), for inactives: top-dose activity, negative = inhibition, most hits filed as inhibitors. AID 2546, 2010. Drosophila S2 Gal4-VP16 UAS-luciferase, luminescence, 20 h. actives 3.5% (n = 310,000);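 note: Gal4-VP16 expression switched on by copper sulfate through the metallothionein promoter; % is set by controls: 0 for no effect and ±100 for the full control effect; nearly all actives have a fitted effect of over 50% in size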
CXXC DNA block: qHTS Fluorescence Polarization Assay for Inhibitors of MLL CXXC domain - DNA interaction; Potency, µM (titrated, usually from 115 µM), for inactives: at the top dose activity change, negative = inhibition, most hits filed as inhibitors; MLL-CXXC / FITC-HOXA9 DNA fluorescence polarization; actives 0.037% (n = 290,000); active = well fitted inhibition curve with a large enough effect in the polarisation, with a control signal flat, not every such curve was filed as active; inconclusive = small, poorly fitted or top-dose-only effect, or effect the other way, or a change in a side signal; inactive = no such curve, though single readings can be large or run the other way; the % refers to the polarisation
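Fluorescence polarization: 7 uM MLL-CXXC (stock) preincubated 5 min with compounds, then 50 nM fluorescein-HOX-A9 DNA (stock) added; 30 min ambient. Buffer 50 mM Tris-HCl pH 7.5, 50 mM NaCl, 1 mM DTT, 0.05% BSA.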
NPC1 promoter act: qHTS Assay for NPC1 Promoter Activators. Huh7 NPC1 promoter luciferase reporter, 24 h. Potency, µM (doses to about 9.22 µM), without a hit: at the top dose activation, usual class: activators. actives 2.4% (n = 320,000);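 note: % of control where 0% means no effect; nearly all actives have a fitted effect of over 60% in size; reporter is driven by a mutant NPC1 promoter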
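Luciferase expression driven by the NPC1 promoter was measured in stably transfected Huh7 cells after a 24 h compound incubation, using a luciferase reagent and a luminescence read.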
BRCA1 expr up: qHTS Assay to Identify Small Molecule Activators of BRCA1 Expression; actives 1.1% (n = 380,000); Potency, µM (highest dose often 46.1 µM), without a hit: top-dose activation, actives largely listed as activators; AID 624202, 2012; MCF7-BRCA1-FFLuc reporter, luminescence, 48 h; response scale: scaled: vehicle 0%, 10 µM genistein 100%; note: nearly all actives have a fitted effect of over 80% in size; some results filed as inactive show a strong effect at the top dose
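Cells: MCF7-BRCA1-FFLuc, 2000/well. Exposure: 48 h, 37 °C, 5% CO2. Read: luminescence, 15 min post-substrate. Controls: genistein 10 microM (maximal activation), DMSO (neutral).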
MBNL1-CUG inh: qHTS Assay for Inhibitors of MBNL1-poly(CUG) RNA binding. Muscleblind-like protein 1 (Homo sapiens), Q9NR56. TR-FRET MBNL1-His/biotin-(CUG)12 binding, 665/545 ratio. Potency, µM (doses to about 57.5 µM), for the others: at the top dose activity change, negative = inhibition, hits mostly inhibitors. actives 0.036% (n = 280,000). AID 2675, 2010; active = well fitted inhibition curve with a large enough effect in the signal ratio, with a control signal flat, not every such curve was filed as active; inconclusive = small, poorly fitted or top-dose-only effect, or effect the other way, or a change in a side signal; inactive = no such curve, though single readings can be large or run the other way; the % refers to the signal ratio; note: % is set by controls: 0 for no effect and ±100 for the full control effect
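Compounds (final 92 nM to 58 uM) are added to His-tagged MBNL1 and biotin-(CUG)12, then terbium anti-His antibody and streptavidin-XL665 (5 nM final). After 60 min at room temperature, the 665/545 nm ratio is read.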
ELG1 genotox: qHTS screen for small molecules that induce genotoxicity in human embryonic kidney (HEK293T) cells expressing luciferase-tagged ELG1; HEK293T ELG1-luciferase reporter, luminescence, 16 h; Potency, µM (doses to about 46 µM), for inactives: at the top dose activity change, positive = activation, usual class: activators; actives 1.3% (n = 330,000); note: % of control where 0% means no effect; nearly all actives have a fitted effect of over 60% in size
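Quantitative HTS format in 1536-well plates. HEK293T ELG1-luciferase reporter cells receive test compound and are incubated 16 hr at 37 °C, 5% CO2; ONE-Glo added, 30 min room temperature, then luminescence read.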
FLuc modulator: qHTS profiling assay for firefly luciferase inhibitor/activator using purifed enzyme and Km concentrations of substrates (counterscreen for miR-21 project); Potency, µM (series often up to 57.5 µM), inactives show at the top dose activity change, negative = inhibition, actives largely listed as inhibitors; purified FLuc, Km substrates, luminescence inhibition; AID 588342, 2011; actives 6.9% (n = 360,000); Luciferin 4-monooxygenase (Photinus pyralis), P08659;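 note: plate controls were vehicle for no effect and reference inhibitor for full effect; nearly all actives have a fitted effect of over 55% in size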
Target sequence (P08659 whole entry, looked up): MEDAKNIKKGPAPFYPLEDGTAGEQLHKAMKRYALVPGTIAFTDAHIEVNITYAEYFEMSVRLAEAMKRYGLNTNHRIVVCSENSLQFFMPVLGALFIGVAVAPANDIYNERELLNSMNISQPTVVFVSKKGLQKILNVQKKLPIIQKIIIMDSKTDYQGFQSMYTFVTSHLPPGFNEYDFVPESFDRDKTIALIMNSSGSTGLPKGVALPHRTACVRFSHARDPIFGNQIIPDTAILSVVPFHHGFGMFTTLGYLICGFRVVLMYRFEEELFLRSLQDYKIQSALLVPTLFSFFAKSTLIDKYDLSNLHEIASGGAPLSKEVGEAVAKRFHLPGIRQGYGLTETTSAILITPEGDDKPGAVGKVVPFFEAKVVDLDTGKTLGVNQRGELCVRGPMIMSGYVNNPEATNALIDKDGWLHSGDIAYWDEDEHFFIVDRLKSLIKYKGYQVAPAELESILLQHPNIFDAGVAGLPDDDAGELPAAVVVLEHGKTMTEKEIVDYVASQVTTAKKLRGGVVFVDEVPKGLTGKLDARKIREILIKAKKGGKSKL
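Purified P. pyralis luciferase, 10 nM final, with Km-level 10 uM D-luciferin and 10 uM ATP in 50 mM Tris acetate pH 7.5, 10 mM Mg acetate, 0.01% Tween-20, 0.05% BSA; 6-point qHTS titration about 60 µM downward; luminescence read.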
RORg inh: qHTS for inhibitors of ROR gamma transcriptional activity; Nuclear receptor ROR-gamma (Mus musculus), P51450; Drosophila S2 Gal4-RORgamma UAS-luciferase reporter, 20 h; Potency, µM (doses to about 53.6 µM), for the others: at the highest dose activity change, negative = inhibition, usual class: inhibitors; actives 5.4% (n = 310,000); AID 2551, 2010; note: % is set by controls: 0 for no effect and ±100 for the full control effect; nearly all actives have a fitted effect of over 60% in size
Target sequence (P51450 whole entry, looked up, the tested form may be a part): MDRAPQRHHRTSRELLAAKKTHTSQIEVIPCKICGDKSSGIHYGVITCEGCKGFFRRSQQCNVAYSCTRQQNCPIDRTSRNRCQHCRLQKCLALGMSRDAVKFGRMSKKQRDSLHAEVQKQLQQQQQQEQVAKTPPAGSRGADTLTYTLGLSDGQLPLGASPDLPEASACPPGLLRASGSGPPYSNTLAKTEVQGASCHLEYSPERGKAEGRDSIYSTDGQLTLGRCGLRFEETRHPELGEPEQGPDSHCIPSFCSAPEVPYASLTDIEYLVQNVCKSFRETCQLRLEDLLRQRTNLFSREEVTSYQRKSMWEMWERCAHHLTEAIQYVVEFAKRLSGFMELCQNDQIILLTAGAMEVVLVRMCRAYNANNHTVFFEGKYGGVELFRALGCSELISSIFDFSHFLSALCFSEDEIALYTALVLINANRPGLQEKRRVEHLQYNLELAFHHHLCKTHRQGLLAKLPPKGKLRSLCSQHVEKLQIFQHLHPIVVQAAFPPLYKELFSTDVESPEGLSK
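ROR gamma transcriptional activity was tracked as Gal4-UAS luciferase output in stably transfected Drosophila Schneider cells, with compound added 1 hr before 700 uM copper sulfate induction and a 20 hr ambient-temperature incubation.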
* hit, by the source's call; ? = inconclusive; nt = not tested or not shown; & = joins results of further samples; [ ] = remark or other dose. Unless noted, calls come from the whole dose curve; as a rule, active = well fitted curve in the direction sought with a large enough effect; inconclusive = small, poorly fitted or top-dose-only effect, or another doubt; inactive = no such curve, though single readings can be large; an effect the other way counts as inactive or inconclusive. Potency is the fitted concentration of half-maximal effect. This is a subset; rates above refer to the full screens.

SMILES | Rab9 promoter act | p53 reactivation | uPA generation | Gal4-VP16 FLuc | CXXC DNA block | NPC1 promoter act | BRCA1 expr up | MBNL1-CUG inh | ELG1 genotox | FLuc modulator | RORg inh
CCN=C1S/C(=C\c2ccc(-c3cccc(C(=O)O)c3)o2)C(=O)N1CC | 0.4µM* | 0% | -2% | -25% | 10% | 0.63µM* | ? | 0% | 1.6µM* | 0.76µM* | -22%
Cc1ccc(CSc2nnc(SCC(=O)N/N=C/c3c[nH]c4ccccc34)s2)cc1 | 14% | -2% | 0% | ? | 3% | 0% | -78% | ? | ? | ? | -37%
Cc1cc(S(=O)(=O)Nc2ccc(C(=O)N3CCN(C(=O)c4ccco4)CC3)cc2)ccc1F | -1% | 4% | -5% | ? | 9% | -2% | -17% | -3% | -4% | 1% | 29%
Cc1ccc(C(=O)NCC(C)(C)N2CCOCC2)s1 | -2% | -5% | -1% | 5% | 13% | 2% | 3% | -1% | -2% | 0% | -1%
Cc1cc(Nc2ccccc2)n(C(=O)c2ccc(Cl)cc2)n1 | 8% | ? | -9% | -2% | 5% | 17% | 13% | 3% | 11% | 11µM* | 18%
O=C(NCCC1CC1(Cl)Cl)c1ccc([N+](=O)[O-])cc1 (stereo not drawn) | 18% | 4% | 0% | 23% | 4% | 0% | 45% | ? | 8% | ? | 31%
CCOc1ccc(CCNC(=O)CCc2c(C)nc3ncnn3c2C)cc1OCC | 8% | -5% | 2% | -13% | -1% | -2% | 1% | -14% | 1% | 2% | 3%
COc1ccc(N2C(=O)C3CCCN3C2c2cccc(C)c2)cc1Cl (stereo not drawn) | -2% | 4% | -1% | -2%[0.365 µM] | 2% | 10% | 3% | -18% | ? | 5% | -14%
CC(=O)c1cccc(S(=O)(=O)NC2CCSc3ccccc32)c1 (stereo not drawn) | 0% | 6% | 3% | 5% | -9% | -4% | -3% | -3% | 2% | 6% | 3%
O=S(=O)(c1ccc(Cl)cc1)N1c2ccccc2Oc2nc3ccccc3nc21 | -14% | 15% | -4% | 3% | 21% | -23% | -54% | 3% | 1% | 1% | 40%
CCSc1nnc(NC(=O)CC)s1 | -5% | 4% | -3% | 8% | -2% | 0% | 23% | 10% | -3% | 0% | 2%
COc1ccccc1NS(=O)(=O)c1cc(C(=O)NCc2ccncc2)ccc1C | 8% | 0% | 5% | nt | nt | 8% | -5% | nt | -12% | 1% | nt
CCOc1ccc(NC(=O)CSc2nncc(=O)n2N)cc1 | 9% | ? | -19% | 16% | -16% | 2% | -15% | 7% | -2% | -16% | -20%
O=C(COc1ccc(Cl)cc1)NNC(=O)c1ccc2c(=O)n3c(nc2c1)CCC3 | 2% | 7% | 8% | nt | nt | 1% | -4% | nt | 0% | -1% | nt
CCCc1nnc(SCc2ccc(C(=O)OC)o2)n1N | 0% | -5% | -7% | -11% | -3% | -3% | -2% | ? | -1% | 1% | -25%
CC(C)N(Cc1nnc(-c2ccc(Cl)cc2)o1)C(=O)c1cc2ccccc2o1 | -1% | 4% | -3% | nt | nt | -1% | -37% | nt | -1% | ? | nt
COc1ccc(CNS(=O)(=O)c2ccc(-c3cnc(C4CC4)o3)cc2)cc1 | -2% | -3% | -7% | -15% | 25% | 2% | -8%&-5% | 2% | -11% | -1%&1% | 21%
CCC(=O)c1cn(CCOc2ccccc2OC)c2ccccc12 | 2% | 5% | 0% | -9% | -12% | -4% | -37% | 3% | 0% | 3% | -12%[1.91 µM]
CCOC(=O)c1c(NC(=O)CNC2CCCc3ccccc32)sc(C(N)=O)c1C (stereo not drawn) | 0% | 4% | 0% | 6% | 9% | 7% | -7% | nt | 10% | -11% | 17%
CCS(=O)(=O)Nc1cccc(-c2cc(-c3ccccc3)c3cc(C)ccc3n2)c1 | -4% | -11% | -2% | -9% | 19% | 1% | -71% | 3% | -6% | -1% | -14%
Cc1cc(NC(=O)COC(=O)c2ccc(OC(F)(F)F)cc2)no1 | -1% | 7% | 3% | nt | nt | -2% | -20% | nt | 0% | 3% | nt
COc1cccc(CNc2ccc3[nH]c(=O)[nH]c3c2)c1OCc1ccc(F)cc1 | -2% | nt | 5% | 25% | 29% | 1% | -31% | 4% | -5% | -3% | ?
Cc1ccc(CC(CC(=O)O)C(=O)NCc2ccccc2)cc1 (stereo not drawn) | -3% | -3% | -3% | -2% | 4% | -2% | 13% | nt | 1% | 2% | -1%
Cc1ccc(-c2ccc(=O)n(CC(=O)NCCC(C)C)n2)cc1 | 0% | 1% | 6% | -5% | 11% | -6% | -12% | 11% | 0% | -1% | 10%
Cc1nc(NC(=O)COC(=O)C(C)NC(=O)c2ccccc2)c(Cl)cc1Cl (stereo not drawn) | -1% | 3% | 4% | nt | nt | -2% | 12% | nt | 0% | 0% | nt
COC(=O)c1cnn(-c2ccccc2)c1/C=N/NC(=S)Nc1ccccc1 | -5% | 1% | 6% | 3.5µM* | 1% | 0% | -28% | 1% | -7% | -2% | 0.89µM*
Cc1[nH]c2ccc(C(=O)NCCCN3CCOCC3)cc2c1C | -1% | 0% | 2% | 9% | 4% | 0% | 0% | -7% | 7% | -4% | -14%
CCOC(=O)Cn1c(=O)oc2cc(S(=O)(=O)Nc3c(C)cc(C)cc3C)ccc21 | 2% | -13% | -7% | 13% | 28% | -5% | -39% | 6% | -2% | -1% | 16%
Cc1cc(C(=O)N/N=C/c2cc(Br)cc([N+](=O)[O-])c2O)c2ccccc2n1 | -1% | 14% | -9% | 3.2µM* | -8% | -7% | -95%[inhibitor] | 20% | -1% | -17% | 2µM*
CC1CCC(NC(=O)CN2C(=O)NC3(CCCCCC3)C2=O)CC1 (stereo not drawn) | 0% | nt | -4% | nt | nt | 1% | 6% | nt | -2% | 5% | nt
CCOC(=O)c1ccc(-n2c(CC)nc3ccccc3c2=O)cc1 | -1% | 1% | nt | 4% | -2% | -5% | nt | -6% | -4% | -1% | 3%
COc1ccccc1-c1cc(C(=O)Nc2cccnc2)no1 | 25% | ? | nt | -4% | 4% | ? | -69% | 1% | 18µM* | 6.7µM* | -43%
COc1cccc(CC(NC(C)=O)C(=O)NC2CCN(C(=O)c3ccc(Cl)cc3)CC2)c1OC (stereo not drawn) | -1% | -2% | -3% | -4% | 18% | -2% | 12% | 0% | 2% | 0% | 7%
Cc1cc(Cl)c(S(=O)(=O)NC(C(=O)O)c2ccccc2)cc1OCC(N)=O (stereo not drawn) | -1% | -1% | 6% | 0% | 10% | -2% | 9% | 6% | 1% | -2% | -7%
O=C(OCCc1cc2ccccc2c(=O)o1)c1ccco1 | -4% | 19% | 0% | nt | nt | 1% | -1% | nt | 3% | 5.4µM* | nt

A few values from above.
`Cc1nc(NC(=O)COC(=O)C(C)NC(=O)c2ccccc2)c(Cl)cc1Cl` (stereo not drawn) @ p53 reactivation: 3%
`CCSc1nnc(NC(=O)CC)s1` @ CXXC DNA block: -2%
`Cc1[nH]c2ccc(C(=O)NCCCN3CCOCC3)cc2c1C` @ NPC1 promoter act: 0%
`Cc1ccc(CSc2nnc(SCC(=O)N/N=C/c3c[nH]c4ccccc34)s2)cc1` @ BRCA1 expr up: -78%

A second format for some results above:
Below each compound – Rab9 promoter act | p53 reactivation | uPA generation | Gal4-VP16 FLuc | CXXC DNA block | NPC1 promoter act | BRCA1 expr up | MBNL1-CUG inh | ELG1 genotox | FLuc modulator | RORg inh
- CCN=C1S/C(=C\c2ccc(-c3cccc(C(=O)O)c3)o2)C(=O)N1CC
  0.4µM* | 0% | -2% | -25% | 10% | 0.63µM* | ? | 0% | 1.6µM* | 0.76µM* | -22%
- O=C(OCCc1cc2ccccc2c(=O)o1)c1ccco1
  -4% | 19% | 0% | nt | nt | 1% | -1% | nt | 3% | 5.4µM* | nt
